Source: PubChem (Sanford-Burnham Center for Chemical Genomics)
mouse EphA4 binding: EphA4 ligand-binding antagonists – biochemical, colorimetric, mouse EphA4, primary screen (AID 689); EphA4-AP binding to KYL peptide, pNPP A405; higher % means a stronger effect; inhibition, % at 10 µM, or IC50 in µM where a hit was titrated; 62,000 tested, 0.1% active; in the data active = a potency from the dose series; inactive = the rest, 99 in 100 with inhibition below about 22%
* hit, by the source's call; & = joins results of further samples.

SMILES	mouse EphA4 binding
CN(c1ccccc1)S(=O)(=O)c1ccc(C(=O)Nc2nccs2)cc1	0%
CCOP(=O)(O)c1ccccc1OCCCCCOc1ccccc1P(=O)(O)OCC	-16%
COC(=O)C1=C(C)NC2=C(C(=O)CC(c3ccc(OC)c(OC)c3)C2)C1c1ccccc1OCc1ccccc1 (stereo not drawn)	12%
Cc1ccc(/C=N/N2CCN(c3ccncc3S(=O)(=O)N3CCCCC3)CC2)cc1	-14%
Cc1ccc2[nH]c(C)c(CN3CCOCC3)c(=O)c2c1	1%
COc1ccc2nc(SCc3cccnc3)c(C#N)cc2c1	-9%
O=C(Nc1ccccc1F)c1ccccc1F	1%
C=CCNC(=O)CCNS(=O)(=O)c1ccc(Br)cc1	-7%
CN(C)c1nc(C(N)=O)nc(N2CCOCC2)n1	-10%
CC(=O)N(C)/C=C1\Sc2ccccc2C1=O	-7%
CC1(c2ccccn2)Nc2ccccc2-c2nc3ccccc3n21 (stereo not drawn)	-13%
O=C(COC(=O)c1ccncc1)NC(=O)C1CCCCC1	-4%
Cc1ccc(S(=O)(=O)NCc2cn3c(C)csc3n2)cc1	0%
O=C(Nc1cccs1)Nc1ccccc1Cl	3%
CC1CCc2nn(CC(=O)Nc3c(F)cc(F)cc3Br)cc2C1 (stereo not drawn)	-4%
COC(=O)Cc1cn(-c2ncc(C(F)(F)F)cc2Cl)c2ccccc12	1%
O=C1NN(c2ccc(I)cc2)C(=O)/C1=C\c1ccc(O)cc1O	-5%
C=CCNC(=O)c1onc(CSc2ccc(F)c(F)c2)c1C(=O)O	3%
O=C(CCl)N(c1ccccc1)c1c[nH]c2ccccc12	-11%
CC1=NN(C(=O)c2ccc([N+](=O)[O-])cc2)C(O)(c2ccc(Cl)cc2)C1 (stereo not drawn)	2%

Structures from the list above containing four or more nitrogen atoms (3):
SMILES	mouse EphA4 binding
Cc1ccc(/C=N/N2CCN(c3ccncc3S(=O)(=O)N3CCCCC3)CC2)cc1	-14%
CN(C)c1nc(C(N)=O)nc(N2CCOCC2)n1	-10%
CC1(c2ccccn2)Nc2ccccc2-c2nc3ccccc3n21 (stereo not drawn)	-13%

Additional compounds:
SMILES	mouse EphA4 binding
CCOC(=O)c1c(C)oc2ccc(OC(=O)c3ccc(C)cc3)cc12	6%
CCN(CC)Cc1nc2c(c(=O)[nH]1)C1(CCCC1)Cc1ccccc1-2	7%
COc1cccc(-n2nnc3c(=O)n(Cc4ccc(C)cc4)cnc32)c1	-4%
CC(C)c1[nH]nc2c1C(Cc1ccccc1)C(C#N)=C(N)O2 (stereo not drawn)	-2%
COc1cc2c(cc1OC)C1=C(C#N)COCN1CC2	-9%
Cc1ccc(N=C/C(C(=O)C(F)(F)F)=C(\O)c2cccs2)cc1	0%
COc1ccc(N(CC(O)Cn2c3ccccc3c3ccccc32)S(=O)(=O)c2ccccc2)cc1 (stereo not drawn)	-1%
CCn1c(SCC(=O)N(Cc2ccccc2)C2CCS(=O)(=O)C2)nc2ccccc2c1=O (stereo not drawn)	-4%
Fc1ccc(Br)cc1C1Nc2cccc3cccc(c23)N1	-2%
CCOC(=O)c1c(C)[nH]c(C(=O)C(C)OC(=O)c2cccc(OCc3c(C)noc3C)c2)c1C (stereo not drawn)	16%
COc1ccccc1NC(=O)CNC(=O)c1ccccc1C	-1%
CCn1c(SCC(=O)NNC(=O)Cc2ccccc2)nnc1-c1ccccc1	-10%
CSc1nnc(Cc2ccc3c(c2)OCO3)o1	-18%
CC(=O)Oc1ccc2c(c1)C(=O)c1ccccc1CO2	-5%
CCNc1ccc(C(=O)OCC)cc1NC(=O)c1cccc(N(C)C)c1	-40%
Cc1cc(N2CCC(C)CC2)n2nc(C)c(-c3ccccc3)c2n1	-9%
COc1ccc(C(=O)CC(c2ccc(C(C)C)cc2)S(=O)(=O)c2ccc(C)cc2)cc1 (stereo not drawn)	-12%
N#CCSc1nc2cc(C(=O)N3CCCC3)ccc2c(=O)n1Cc1ccccc1	-6%
O=C(CSc1nc2ccccc2s1)Nc1nc2ccccc2s1	-8%
Cc1ccccc1C(=O)NC(=S)NCC1CCCO1 (stereo not drawn)	-2%

Given comma-delimited: entries from further up.
compound,mouse EphA4 binding
COc1ccccc1NC(=O)CNC(=O)c1ccccc1C,-1%
CCn1c(SCC(=O)NNC(=O)Cc2ccccc2)nnc1-c1ccccc1,-10%
CSc1nnc(Cc2ccc3c(c2)OCO3)o1,-18%

2 records drawn at random from the list so far:
SMILES	mouse EphA4 binding
O=C(CCl)N(c1ccccc1)c1c[nH]c2ccccc12	-11%
COC(=O)C1=C(C)NC2=C(C(=O)CC(c3ccc(OC)c(OC)c3)C2)C1c1ccccc1OCc1ccccc1 (stereo not drawn)	12%

(cont.)
SMILES	mouse EphA4 binding
COc1ccccc1OCCC(=O)OCC(=O)Nc1ncc(Cl)cc1Cl	12%
CC(C)(C)OC(=O)c1c(N)n(CCCN2CCCC2=O)c2nc3ccccc3nc12	3%
Cc1csc(OCC(=O)Nc2ccc(C)c(C)c2)n1	-7%
CN(C(=O)c1ccccc1)c1ccc(OCC(=O)NC2CCS(=O)(=O)C2)cc1 (stereo not drawn)	-9%
O=C(NCCO)C(=O)Nc1ccccc1	-3%
COc1cc(C(=O)N2CCC(C(=O)Nc3cccc(C(C)=O)c3)CC2)cc(OC)c1OC	-6%
CCCSc1nc(O)c(C2OC(=O)c3c2ccc(OC)c3OC)c(=O)n1-c1ccccc1 (stereo not drawn)	-10%
CC(C)Cn1c(SCC(=O)c2ccc(Cl)s2)nnc1-c1ccco1	-11%
Cc1noc(C)c1S(=O)(=O)N1CCCC(C(=O)NCC2CCCO2)C1 (stereo not drawn)	-4%
O=C(CN1CCC(n2nnc3cc(F)ccc32)CC1)NC1CC1	-4%
CC(C)CCn1cnc2c(NCc3ccccc3)ncnc21	-7%
COc1ccc2c(c1)CC/C(=C\c1ccccc1)C2=O	-24%
COCCN(Cc1cc2cc3c(cc2nc1Cl)OCO3)C(=O)Nc1ccccc1OC	-14%
Cn1cccc1CC(=O)N/N=C\c1cccs1	-7%
COc1cc(/C=C2/C(=O)NC(=S)N(c3ccccc3F)C2=O)ccc1OCc1ccc(C(=O)O)cc1	12%
CN1C(=O)NC(NC(=O)c2ccncc2)(C(F)(F)F)C1=O (stereo not drawn)	0%
CC1CCCCC1n1c(=S)[nH]c2ccccc2c1=O (stereo not drawn)	28%
Cc1sc(NC(=O)CSc2nnnn2C2CCCCC2)c(C#N)c1C	-10%
CCCCS(=O)(=O)/C=C\C1C2C=CC(C2)C1S(=O)(=O)CCCC (stereo not drawn)	-8%
CCN(CCNC(=O)C1CCN(Cc2nc(-c3ccc(Cl)cc3)oc2C)CC1)c1ccccc1	-14%
CC(=O)Nc1ccc(S(=O)(=O)NC(C(=O)O)C2=CCC=CC2)cc1 (stereo not drawn)	-14%
Cc1cc(=O)oc2cc(OCC(=O)C(C)(C)C)ccc12	3%
O=C(NC(=S)Nc1ccc(Br)cn1)c1ccco1	-3%
COC(=O)c1cc(NC(=O)CN(c2ccccc2OC)S(=O)(=O)c2ccccc2)ccc1Cl	-5%
O=C(Nc1ccc(C(=O)Nc2ccc(Cl)cc2)cc1)c1ccccc1	2%
COCCCn1c(SCc2cccc(C(F)(F)F)c2)nc2cc(OC)c(OC)cc2c1=N	5%
CC1(C)NC(=O)N(CCOc2cccc(Oc3ccccc3)c2)C1=O	-9%
N=C1/C(=C\c2ccc(SCc3ccco3)o2)C(=O)N=C2SC=NN12	-7%
O=C(NCCc1ccccn1)c1cc(C(=O)C2CCCCC2)c[nH]1	-8%
CCN(Cc1ccncc1)S(=O)(=O)c1ccc(C(C)=O)cc1	9%
Cc1ccccc1S(=O)(=O)NNC(=O)c1ccccc1O	-3%
Cc1cc(C)c2cccc(NC(=S)NC(=O)c3ccccc3)c2n1	-1%&-14%
CC(=O)Nc1nc(C)c(-c2csc(Nc3ncccn3)n2)s1	-10%
Cc1cc(N2CCN(c3nnnn3-c3ccccc3)CC2)n2ncnc2n1	-3%
CC(=O)c1ccc(-n2c(C)ccc2-c2ccccc2)cc1	-3%
O=C(c1ccco1)N1CCN(C(=O)C2(S(=O)(=O)c3ccc(Cl)cc3)CC2)CC1	-9%
CCCCNC(=O)CSc1nc2ccccc2c(=O)n1CC1COc2ccccc2O1 (stereo not drawn)	-3%
CCN(CC)CCNC(=O)c1ccc2c(c1)ncn2C1CCCCC1	-4%
CN(Cc1ccccc1)C(=O)CC(c1ccccc1)c1cc(Cl)ccc1O (stereo not drawn)	-2%
c1ccc(Cn2nnc3c(N4CCCC4)ncnc32)cc1	-1%
CC(=O)Oc1ccc2oc(C)c(C(=O)O)c2c1	1%
Cc1nnc(Sc2c(-c3ccccc3)c3ccc(Cl)cc3[nH]c2=O)s1	-14%
CCCC(=O)N1CCN(c2ccc(NC(=O)c3ccccc3)cc2)CC1	0%
O=C(CN1CCN(S(=O)(=O)c2ccc(Cl)cc2)CC1)Nc1ccc2c(c1)OCO2	-5%
COC(=O)CN(c1ccc(C)cc1)S(=O)(=O)c1ccc2c(c1)n(C)c(=O)c(=O)n2C	-10%
CC1CCN(c2cc(N3CCOCC3)c(F)cc2[N+](=O)[O-])CC1	-7%
CCCc1oc(C(=O)O)cc1CN1CCOCC1	1%
CCOC(=O)c1oc2ccccc2c1NC(=O)c1cccc(OC)c1	-16%
CCC(CC)c1nnc(NC(=O)c2ccc(N3CCCC3=O)cc2)s1	-4%
Cn1c(=O)c(C(=O)CN2CCOCC2)c(N)n(Cc2ccccc2)c1=O	-1%
OC1(c2ccc(OC(F)F)cc2)CSC(=Nc2cccnc2)N1C1CC1 (stereo not drawn)	-13%
COc1ccccc1Nc1nc(-c2sc(NC(=O)CC(C)C)nc2C)cs1	16%
CCOc1c(C)cc2[nH]c(=S)[nH]c2c1C	7%
Cc1ccc(NC(=O)/C=C/c2cccs2)c([N+](=O)[O-])c1	-10%
CC(C)N(C(=O)Cn1c(SCC(=O)N2CCN(c3ccccc3)CC2)nc2ccccc21)C(C)C	-7%
CCOC(CNC(=O)c1cccn2c(=O)c3cc(Cl)ccc3nc12)OCC	2%
Cc1cc(C)cc(-n2c(C)cc(/C=C3\NC(=O)NC3=O)c2C)c1	0%
N#C/C(=C(/O)COC(=O)CCc1ccc(S(=O)(=O)N2CCOCC2)cc1)c1nc2ccccc2[nH]1	14%
CCc1nc(Nc2ccccc2)c2oc3ccccc3c2n1	-12%
COc1ccc(C)c(S(=O)(=O)Nc2ccc(OCC(=O)O)cc2)c1	6%
(listing goes on)
SMILES	mouse EphA4 binding
N#Cc1c(NC(=O)CCN2C(=O)c3ccccc3C2=O)sc2c1CCCC2	-5%
CCOC(=O)c1ccc(N/C=C/C(=O)c2ccc(OC)c(OC)c2)cc1	-5%
CC(=O)Nc1ccc2c(c1)nc1n2CCSC1	-15%
O=[N+]([O-])c1ccc(-c2cnc(SCc3ccccc3Cl)[nH]2)cc1	-14%
CC(C)CN1C(=O)c2ccc(C(=O)Nc3ccccn3)cc2C1=O	-9%
CN(C)CC(C)(C)CNC(=O)C1CCN(Cc2ccccc2O)CC1	-28%
O=C(Nc1ccc2c(c1)OCO2)c1ccc2c(c1)C(=O)N(CC1CCCO1)C2=O (stereo not drawn)	-13%
CCCn1c(N)c(C(=O)CN2CCN(S(=O)(=O)c3cccs3)CC2)c(=O)[nH]c1=O	-2%
Cn1c(=O)c2c(nc(NCc3ccco3)n2CC(O)COc2ccccc2)n(C)c1=O (stereo not drawn)	0%
Cc1cc(C=C(C#N)C#N)c(C)n1-c1ccccc1	8%
FC(F)(F)c1nnc(-c2ccccc2)nc1Oc1ccc(Cl)cc1Cl	-8%
COc1cccc(OC)c1OCCOc1ccccc1OC(C)C	-1%
COC(=O)c1cc(NS(=O)(=O)c2c(C)cc(C)cc2C)cc(C(=O)OC)c1	1%
OC(COc1cccc(OCC(O)CN2CCCC2)c1)CN1CCCC1 (stereo not drawn)	-12%
COc1nc(NC(C)(C)C)nc(Oc2ccc(=O)n(-c3ccccc3)n2)n1	0%
CCCC/C(O)=C1\C(=O)CC(C)(C)CC1=Nc1ccc(OC)cc1	-13%
O=C(Nc1nccs1)NC(C(F)(F)F)C(F)(F)F	-15%
O=C(NC1CCCCC1)C(c1ccccc1F)N(Cc1ccco1)C(=O)Cn1nnc2ccccc21 (stereo not drawn)	12%
COc1ccccc1N1CCN(C(=O)C2CCN(S(=O)(=O)c3ccc(Cl)cc3)CC2)CC1	-11%
O=C1C2CC=CCC2C(=O)N1c1nc2n(n1)C(c1ccccc1)CC(c1ccccc1)N2 (stereo not drawn)	-4%
Cc1cc2ncn(-c3nnnn3-c3ccccc3)c2cc1C	-12%
COc1cc(/C=C(\C#N)c2nc3ccccc3[nH]2)cc(Br)c1OCc1ccc(F)cc1	3%
Cc1ccnc2nc(C(=O)OCCOc3ccccc3)nn12	-12%
Cc1cc2ncn(C(=O)c3c(-c4ccccc4Cl)noc3C)c2cc1C	-1%
Cc1ccc2c(c1)NC(c1ccc(F)cc1)C1=C(CC(C)(C)CC1=O)N2 (stereo not drawn)	2%
CCCCC(=O)Nc1c(C)cc(C)cc1Cl	8%
O=C(NC(=Nc1ccccc1)N1CCOCC1)Nc1ccccc1	-8%
COc1ccc2c(c1)S/C(=C\C(=O)c1ccncc1)N2C	24%
CCN(CCCNC(=O)CN1C(=O)COc2ccccc21)c1cccc(C)c1	-7%
CCCCC(OC(=O)c1cc2occc2n1C)C(=O)NCC1CCCO1 (stereo not drawn)	7%
O=C(Nc1ccc(Cl)c(Cl)c1)N1CCC(N2CCCCC2)CC1	-15%

Ordered by molecular weight (low to high): three of the compounds above
SMILES	mouse EphA4 binding
Cc1ccnc2nc(C(=O)OCCOc3ccccc3)nn12	-12%
O=C(NC(=Nc1ccccc1)N1CCOCC1)Nc1ccccc1	-8%
COc1cc(/C=C(\C#N)c2nc3ccccc3[nH]2)cc(Br)c1OCc1ccc(F)cc1	3%

This is a subset; rates above refer to the full screens.
